bIAP inhibitor: blocks bovine intestinal alkaline phosphatase activity. purified bovine IAP, CDP-star luminescence, 30 min. inhibition, % at 20 µM. 190,000 tested, under 10 active;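 active = over 50% inhibition of intestinal alkaline phosphatase at 20 µM in the single-dose screen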
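Assay system: bovine IAP enzyme; medium: DEA buffer 100 mM, pH 9.8, with MgCl2 1.0 mM, ZnCl2 0.02 mM; doses: 20 µM single dose; incubation: enzyme reaction for 30 min at room temperature; detection: CDP-star luminescence signal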
Redox H2O2 prof: compounds producing H2O2 with reducing agent – biochemical, NIH compound library profiling, artefact control for MLSCN library redox annotation, primary screen; DTT-dependent redox cycling H2O2, phenol red/HRP absorbance; 100% = 100 µM peroxide control, 0% = buffer; activation, % at 10 µM; actives 0.03% (n = 200,000);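 active = activation of at least 50% relative to the plate's high and low controls in the primary single-dose screen; inactive = activation below 50%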;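 note: compound incubated with DTT at 0.8 mM final as the reducing agent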
L major viab: reduces viability of Leishmania major promastigotes. resazurin fluorescence viability. inhibition, % at 10 µM. actives 9% (n = 200,000). AID 1063; in the data active = inhibition above about 50%;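 note: promastigotes grown with compound for 44 hours at 28 °C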
S1P3 antag: blocks the human S1P3 receptor | CHO S1P3 NFAT-BLA reporter, FRET fluorescence, antagonist mode | actives 0.27% (n = 170,000) | Q99500 | inhibition, % at 4.98 µM | AID 485;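 active = inhibition above the plate cutoff, the mean inhibition of test wells on that plate plus 3 SD, cut at about 28% in these data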;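 note: cells challenged with S1P at its EC80 of 0.8 µM; blue over green emission ratio from cleaved BLA substrate after 4 h stimulation; 0% = S1P-stimulated wells and 100% = unstimulated DMSO-only wells; some compounds past the cut are filed as inactive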
Target sequence (Q99500 whole entry, looked up): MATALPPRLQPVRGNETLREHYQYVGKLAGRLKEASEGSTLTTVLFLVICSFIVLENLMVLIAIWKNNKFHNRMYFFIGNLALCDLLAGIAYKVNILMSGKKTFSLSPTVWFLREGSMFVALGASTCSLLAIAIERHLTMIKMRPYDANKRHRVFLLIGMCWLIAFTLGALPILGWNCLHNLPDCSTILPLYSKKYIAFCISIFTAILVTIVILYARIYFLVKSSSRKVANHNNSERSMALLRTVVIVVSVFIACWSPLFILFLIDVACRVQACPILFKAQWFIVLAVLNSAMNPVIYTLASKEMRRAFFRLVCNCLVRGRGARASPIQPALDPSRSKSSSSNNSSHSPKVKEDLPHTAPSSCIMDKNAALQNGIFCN
bIAP act: intestinal alkaline phosphatase (bovine) activation. purified bovine IAP, CDP-star luminescence, 30 min; active compounds read high; fold of DMSO-control signal, blank-subtracted. activation factor at 20 µM. actives 0.17% (n = 200,000). AID 1016;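 active = activation factor of 2 or more at 20 µM, a signal rise over negative controls twice the positive control's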
SRC2 TRFRET art: counter-screen for PPARgamma SRC-2 recruitment agonists: TR-FRET artefact. active compounds read high. TR-FRET ratio at 8 µM. actives 0.4% (n = 200,000). AID 1049; in the data active = TR-FRET ratio above about 2000; note: inactives centre near 1500; reference of the scale not given here
PPARg SRC3 recr: PPARgamma-driven SRC-3 recruitment agonism. P37231. biochemical PPARgamma/SRC-3 coactivator recruitment assay. activation, % at 8 µM. actives 0.26% (n = 200,000); in the data active = activation above about 23%;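 note: 0% = DMSO and 100% = reference agonist; some compounds past the cut are filed as inactive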
Target sequence (P37231 whole entry, looked up): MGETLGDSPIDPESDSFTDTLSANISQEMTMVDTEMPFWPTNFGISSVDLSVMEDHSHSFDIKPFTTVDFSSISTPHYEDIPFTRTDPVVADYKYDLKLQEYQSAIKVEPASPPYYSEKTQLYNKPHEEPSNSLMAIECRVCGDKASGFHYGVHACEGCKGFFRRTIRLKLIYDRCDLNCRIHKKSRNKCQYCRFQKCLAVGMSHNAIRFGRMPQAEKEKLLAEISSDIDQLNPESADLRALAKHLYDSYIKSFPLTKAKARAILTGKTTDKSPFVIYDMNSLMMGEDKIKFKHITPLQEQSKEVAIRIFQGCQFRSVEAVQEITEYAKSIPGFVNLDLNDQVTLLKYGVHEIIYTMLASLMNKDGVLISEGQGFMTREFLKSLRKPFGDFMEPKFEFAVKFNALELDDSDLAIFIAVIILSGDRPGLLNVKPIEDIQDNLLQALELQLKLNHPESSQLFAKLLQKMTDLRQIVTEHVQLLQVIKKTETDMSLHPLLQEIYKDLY
PPARg SRC-2 ag: promotes SRC-2 coactivator recruitment by human PPARgamma | actives 0.34% (n = 200,000) | activation, % at 8 µM | P37231 | PPARgamma LBD-SRC-2 recruitment, biochemical; in the data active = activation above about 22%;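 note: 0% = vehicle and 100% = reference agonist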
ROMK primary: modulators of human ROMK potassium channel. AID 1918. P48048. actives 2% (n = 130,000). B-score at 10 µM. Tet-inducible ROMK, thallium flux fluorescence; actives lie on both sides;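 active = signal ratio slope over the read window, or its plate-corrected B-score, at least 3 SD from the plate mean, either direction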;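 note: B-score of the F/F0 ratio slope over 7 to 12 s after thallium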
TLR4-MyD88 BLA: blocks binding of human TLR4 to MyD88. O00206+Q99836. HeLa CL3-4 TLR4/MyD88 BLA complementation, FRET ratio. inhibition, % at 8.4 µM. actives 0.18% (n = 200,000). AID 861; in the data active = inhibition above about 25%;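 note: 0% = vehicle and 100% = reference inhibitor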
PPARg SRC-1 ag: agonists of human PPARgamma SRC-1 coactivator recruitment; activation, % at 8 µM; P37231; actives 0.41% (n = 200,000); PPARgamma-SRC-1 coactivator recruitment biochemical assay; AID 631; in the data active = activation above about 19%;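 note: 0% = DMSO and 100% = reference agonist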
Numbers without * were called inactive; . = not tested or not shown.

SMILES,bIAP inhibitor,Redox H2O2 prof,L major viab,S1P3 antag,bIAP act,SRC2 TRFRET art,PPARg SRC3 recr,PPARg SRC-2 ag,ROMK primary,TLR4-MyD88 BLA,PPARg SRC-1 ag
Nc1cnc(Br)cc1Br,2,-0.4,-3,0,1,1666,4,12,-0.15,-11,9
COC(=O)CSc1nc(N)c(NC(=O)c2ccc(OC)c(OC)c2)c(=O)[nH]1,9,0.2,-2,.,0.9,1450,2,-4,.,-2,1
Cc1cc(S(=O)(=O)N2CCN(Cc3ccc4c(c3)OCO4)CC2)cc(C)c1N1CCCC1=O,5,-2.4,-3,8,1,1585,4,4,.,-2,0
O=[N+]([O-])c1ccc(/C=N/NC(=S)Nc2ccccc2C(F)(F)F)o1,27,0.0,19,4,0.7,1591,1,4,1.1,-9,8
NC(=O)CSc1nnc(-c2ccc(S(=O)(=O)N3CCCC3)cc2)n1Cc1ccco1,1,1.2,0,-11,1,1738,5,0,.,-8,4
O=C(CN1c2ccccc2Sc2ccccc21)NNC(=S)Nc1ccc(Cl)cc1Cl,2,1.8,-3,.,1,1486,11,-4,.,-6,2
COc1ccccc1NC(=O)Nc1c(C)nn(C)c1C,-7,-2.6,4,20,1.1,1611,4,2,0.2,-9,3
COc1ccc2[nH]c3nc(SCc4nnc(-c5ccccc5)o4)nnc3c2c1,-5,1.0,3,-5,1,1480,-8,0,.,0,6
CCOC(=O)C(C)c1ccc2cc(OC)ccc2c1 (stereo not drawn),6,-3.8,-4,.,0.9,1668,-2,11,.,-5,5
COc1cccc(OC)c1OCCCOc1c(OC)cccc1OC,1,0.9,6,3,1,1664,16,-3,.,13,2
Cc1cc(C(=O)COC(=O)CNS(=O)(=O)c2ccc3ccccc3c2)c(C)n1-c1ccccc1,-25,0.0,-1,3,1.2,1766,2,6,.,-16,3
O=C(Cc1cccs1)NCc1ccncc1,9,2.7,4,-4,0.9,1418,-10,-3,.,4,-6
COc1cccc(/C=C/C(=O)Nc2ccc3c(c2)OCCO3)c1OC,-4,-1.8,22,-10,1,1724,10,3,-1.6,13,0
O=C(CCCn1cnc([N+](=O)[O-])n1)Nc1cccc(Cl)c1Cl,1,0.1,94*,-8,1,1601,-3,-3,.,-11,-3
c1csc(C(c2nnnn2C2CCCCC2)N2CCCC3(CCCCC3)C2)c1 (stereo not drawn),-5,1.7,38,.,1.1,1647,-5,7,.,-19,-4
CCOC(=O)C1CCN(S(=O)(=O)c2cc(F)ccc2OC)CC1,4,-0.4,6,-7,1,1491,-1,-6,-0.35,-9,-14
Cc1c(NC(=O)CSc2ccc3c(c2)OCCO3)c(=O)n(-c2ccccc2)n1C,2,2.8,0,10,1,1395,-7,-3,-0.11,-5,4
COc1cc(NC(=S)NN2CCN(C)CC2)cc(OC)c1OC,-1,0.0,3,-7,1,1455,0,-7,-0.18,-10,1
CSCCC(NC(=O)c1ccccc1)C(=O)Nc1ccc(C)cc1 (stereo not drawn),-3,-0.6,49,-32,1,1680,2,14,.,-8,-1
N#CC1=C(SCc2ccccc2Cl)NC(=O)C(C(N)=O)C1 (stereo not drawn),5,-0.6,-5,4,1,1507,-3,17,-1.2,-7,1
CCCCn1c(SCC2CCCCO2)nc2cc(S(N)(=O)=O)ccc21 (stereo not drawn),9,-0.1,8,-2,0.9,1464,6,6,.,-7,6
CCn1c(N2CCN(CC(=O)c3c(C)n(C)c4ccccc34)CC2)nc2c1c(=O)[nH]c(=O)n2C,-7,0.5,0,-11,1.1,1460,-5,1,.,3,7
CCC1CCCCN1S(=O)(=O)c1ccccc1[N+](=O)[O-] (stereo not drawn),14,-0.6,17,2,0.9,1678,0,-1,-0.41,3,2
Cc1ccc(N/N=C(\C#N)C(=N)N2CCOCC2)cc1,6,0.1,87*,-2,0.9,1447,2,-8,.,9,4
CCOc1ccc(Cn2c(C)nc([N+](=O)[O-])c2SCC(O)CCl)cc1[N+](=O)[O-] (stereo not drawn),10,-3.1,29,.,0.9,1791,15,16,.,-2,8
CSC(=S)NCc1cccnc1,-4,-1.8,81*,-7,1,1533,4,-4,-0.033,-3,-7
CCn1c(/C(C#N)=C(\O)CCc2ccccc2)nc2ccccc21,6,3.5,-5,-18,0.9,1665,2,6,.,3,-8
COc1ccc(C2=CC(c3c(C)nn(-c4ccccc4)c3Cl)n3nnnc3N2)cc1OC (stereo not drawn),1,2.1,19,-17,1,1298,-10,-1,.,-3,-13
CCOn1c(=O)c(C)[n+]([O-])c2ccccc21,3,0.7,-8,.,1,1271,14,6,0.00049,1,-6
CCCOC(=O)c1ccc(Cl)c(NC(=O)c2ccc(-c3ccccc3)cc2)c1,0,-7.4,-3,.,1,1612,-4,6,0.19,1,3
O=C(N1CCN(c2ccccc2)CC1)C(F)(F)C(F)(F)F,0,-0.9,-6,-29,1,1352,-5,-3,.,9,-9
Cc1cc(C(=O)CSc2nn(-c3ccccc3)c(=S)s2)c(C)n1Cc1ccco1,39,3.5,-1,.,0.6,1882,3,-2,.,10,4
CC1(C(=O)NC23CC4CC(CC(C4)C2)C3)CC1(Cl)Cl (stereo not drawn),1,0.0,18,.,1,1563,-4,0,.,-2,4
COc1cc(CCC(=O)OCC(=O)NCc2ccc(Cl)cc2)cc(OC)c1OC,12,-0.7,-4,2,0.9,1558,2,-3,0.13,-5,-1
COc1ccc(C2=C/C(=C\c3cccc(OC(C)=O)c3)C(=O)O2)cc1,-5,0.1,51*,-7,1.1,1591,4,3,.,17,8
O=C(c1ccco1)N1CCN(S(=O)(=O)c2ccc(S(=O)(=O)NC3CC3)cc2)CC1,-2,3.6,-6,9,1,1311,0,-6,.,-2,3
Nc1nc(SCC(=O)Nc2ccccc2Sc2ccccc2)n[nH]1,-34,0.1,-14,.,1.3,1628,1,3,-0.45,-14,-2
CCOC(=O)C1=C(CSc2nc(CC)c(C)cc2C#N)OC(N)=C(C#N)C1c1ccccc1 (stereo not drawn),14,0.2,2,.,0.9,1613,-1,1,0.0018,-6,-2
Cc1nc2nc(-c3ccccc3)[nH]n2c(=O)c1C,10,0.1,0,.,0.9,1599,-5,10,.,-7,4
Cc1cc(C)c(NC(=O)CSc2nnc(-c3ccco3)n2N)c(C)c1,12,3.6,-3,-12,0.9,1734,2,1,.,-7,-5

Reformatted field by field: entries from further up.
SMILES: Nc1cnc(Br)cc1Br
  bIAP inhibitor = 2	Redox H2O2 prof = -0.4	L major viab = -3	S1P3 antag = 0	bIAP act = 1	SRC2 TRFRET art = 1666	PPARg SRC3 recr = 4	PPARg SRC-2 ag = 12	ROMK primary = -0.15	TLR4-MyD88 BLA = -11	PPARg SRC-1 ag = 9

SMILES: COC(=O)CSc1nc(N)c(NC(=O)c2ccc(OC)c(OC)c2)c(=O)[nH]1
  bIAP inhibitor = 9	Redox H2O2 prof = 0.2	L major viab = -2	S1P3 antag = .	bIAP act = 0.9	SRC2 TRFRET art = 1450	PPARg SRC3 recr = 2	PPARg SRC-2 ag = -4	ROMK primary = .	TLR4-MyD88 BLA = -2	PPARg SRC-1 ag = 1

SMILES: Cc1cc(S(=O)(=O)N2CCN(Cc3ccc4c(c3)OCO4)CC2)cc(C)c1N1CCCC1=O
  bIAP inhibitor = 5	Redox H2O2 prof = -2.4	L major viab = -3	S1P3 antag = 8	bIAP act = 1	SRC2 TRFRET art = 1585	PPARg SRC3 recr = 4	PPARg SRC-2 ag = 4	ROMK primary = .	TLR4-MyD88 BLA = -2	PPARg SRC-1 ag = 0

Next section.
SMILES,bIAP inhibitor,Redox H2O2 prof,L major viab,S1P3 antag,bIAP act,SRC2 TRFRET art,PPARg SRC3 recr,PPARg SRC-2 ag,ROMK primary,TLR4-MyD88 BLA,PPARg SRC-1 ag
COc1cccc(OCc2ccc(C(=O)NCC3CCCO3)cc2)c1 (stereo not drawn),8,-0.1,-5,-3,0.9,1342,-1,-6,-1,-9,7
COc1ccc(NC(=O)c2cc3c([nH]c4ccccc43)c(C)n2)cc1,19,0.5,-1,8,0.8,1554,1,3,-0.29,-13,-1
COc1ccc(/C=N/Nc2nc(Nc3ccccc3)nc(N3CCCC3)n2)cc1[N+](=O)[O-],-2,0.7,-2,9,1,1567,4,-2,-0.69,4,3
Cn1c(SCC(=O)N2CCc3ccccc32)nnc1-c1ccc(S(=O)(=O)N2CCCC2)cc1,-18,0.2,49,4,1.2,1632,-1,-3,1.5,-5,-1
O=C(NCc1ccc2c(c1)OCO2)c1ccc(COc2cccc(Cl)c2)o1,15,0.0,-2,0,0.8,1490,-2,3,.,10,2
O=C(c1ccc2nc3ccc(Cl)cc3c(=O)n2c1)N1CCOCC1,-4,-7.4,5,.,1,1600,4,8,0.77,-17,-5
O=C(NC1=NCCS1)C1CC(=O)N(c2ccc(F)cc2)C1 (stereo not drawn),7,-0.3,-5,.,0.9,1580,3,16,-0.11,-2,4
Cn1cccc1C(C#N)c1ccccc1C#N (stereo not drawn),-11,-0.2,4,-12,1.1,1502,-1,-6,-0.0078,2,0
O=C(Nc1cccc(Oc2ccc3c(c2)C(=O)NC3=O)c1)c1cccs1,7,0.2,-3,-4,0.9,1512,2,0,.,-5,5
Cc1nc(NC(=O)CSc2ccccc2N)sc1C,14,2.2,-2,-1,0.9,1611,5,-6,.,4,-2
CCOc1ccc(Nc2cc(C)nc(-n3nc(C)cc3C)n2)cc1,-5,-0.5,90*,19,1.1,1641,5,5,2.7*,1,-2
O=C(N/N=C/c1ccccc1OCc1ccccc1)c1cccs1,6,0.0,17,-1,0.9,1650,6,-5,-0.13,-2,-4
Fc1ccc(CNn2cnnc2SCc2ccc(F)cc2)cc1,2,1.5,1,.,1,1424,-11,-10,-1.1,-5,1
N/C(=N\OC(=O)c1ccccc1[N+](=O)[O-])c1ccccn1,10,-0.2,8,-2,0.9,1496,-1,-12,0.16,3,-7
CC(=O)c1ccc2c(c1)c1ccccc1n2CC(C)C,0,0.2,10,.,1,1410,-17,-2,0.72,16,-10
C1=C(c2ccccc2)Nc2nnnn2C1,-1,0.6,-2,-11,1,1475,1,3,.,2,8
Cc1nc2ccc(Cl)cc2c(-c2ccccc2F)c1CC(=O)O,13,-0.3,62*,-2,0.9,1553,0,-2,-0.019,-4,-5
CCCC(=O)Nc1ccc(Br)c(Cl)c1,5,-1.4,7,.,0.9,1742,7,6,.,0,2
COc1ccc(C(=O)NNC2CC(=O)N(Cc3ccc(Cl)cc3)C2=O)cc1OC (stereo not drawn),-6,-0.4,-2,7,1.1,1513,1,5,.,4,3
CCc1c(C)nc2ncnn2c1N1CCC(C(=O)Nc2ccccc2)CC1,-12,1.4,2,5,1.1,1735,-3,-5,-0.63,6,7
C=CCN=C(NC#N)SCc1ccccc1Cl,9,4.2,-1,9,0.9,1334,-2,7,-0.79,4,4
Cn1c(Cn2c(=O)sc3ccccc32)nnc1SCC(N)=O,8,-0.8,-7,-21,0.9,1666,4,-2,.,-2,4
O=C(Cc1cccc2ccccc12)Nc1ccc2c(c1)C(=O)NC2=O,-2,-1.0,-5,5,1,1697,1,2,-0.12,-11,-4
C=CCN(c1ccc(C(N)=O)cc1)S(C)(=O)=O,6,-0.3,-6,-2,0.9,1414,13,0,.,-7,6
COc1ccccc1NS(=O)(=O)c1cc(C)ccc1C,12,0.3,0,.,0.9,1508,1,-4,0.3,0,2
COc1ccc(CC(=O)NCC2(c3ccc(OC)c(OC)c3)CCCC2)cc1,2,-0.3,-2,19,1,1431,0,4,4.4e-06,2,4

Screens: PubChem, several laboratories

An unsorted share of the library; overall some 11% were active at least once.
